From PubChem BioAssay
A3A deaminase: inhibitors of human APOBEC3A DNA deaminase. P31941. recombinant A3A, FAM/TAMRA ssDNA deamination fluorescence. inhibition, % at 20 µM. 330,000 tested, 0.41% active. AID 493011;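 active = at least 40% inhibition at 20 µM here, with at most 30% in a related deaminase screen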;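 note: plate controls were A3A with DMSO for no effect and wells lacking A3A enzyme for full effect; some results filed as inactive read as strong as hits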
Target sequence (P31941 whole entry, looked up): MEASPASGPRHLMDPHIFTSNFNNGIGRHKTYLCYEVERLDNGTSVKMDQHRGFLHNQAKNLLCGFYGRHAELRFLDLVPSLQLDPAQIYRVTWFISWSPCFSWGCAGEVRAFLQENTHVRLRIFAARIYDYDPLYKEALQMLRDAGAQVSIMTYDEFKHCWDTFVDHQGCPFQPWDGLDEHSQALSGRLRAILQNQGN
hIAP activ: increases human intestinal alkaline phosphatase activity. P09923. 330,000 tested, 0.16% active. purified human IAP, CDP-Star luminescence, 30 min; active compounds read high; 1 = vehicle-only enzyme, 0 = enzyme-free background. AID 2524. activation factor at 10 µM;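 active = activation factor of the enzyme at least 2-fold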; note: the source names both 10 and 20 µM as test concentration; values of inactives mirror those of a sister screen read the other way
APOBEC3G inh: inhibitors of human APOBEC3G DNA deaminase; recombinant A3G, ssDNA deamination FAM/TAMRA fluorescence; inhibition, % at 20 µM; 330,000 tested, 0.28% active;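 active = inhibition of at least 40% at 20 µM, with no more than 30% in the related APOBEC3A deaminase screen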;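 note: plate controls were DMSO wells with A3G for no effect and wells lacking A3G enzyme for full effect; some compounds called inactive have numbers as strong as hits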
Target sequence (Q9HC16 whole entry, looked up): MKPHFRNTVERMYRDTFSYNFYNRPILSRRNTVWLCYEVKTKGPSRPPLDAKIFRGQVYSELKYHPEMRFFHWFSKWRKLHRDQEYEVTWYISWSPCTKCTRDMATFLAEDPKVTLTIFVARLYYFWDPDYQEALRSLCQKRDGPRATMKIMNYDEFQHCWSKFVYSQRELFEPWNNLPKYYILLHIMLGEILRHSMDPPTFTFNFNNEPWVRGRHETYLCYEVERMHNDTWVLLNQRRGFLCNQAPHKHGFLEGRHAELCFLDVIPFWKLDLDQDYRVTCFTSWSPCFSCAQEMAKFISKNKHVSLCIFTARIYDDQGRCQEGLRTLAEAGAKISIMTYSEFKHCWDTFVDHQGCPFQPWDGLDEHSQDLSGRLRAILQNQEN
MIN6 prolif: inducers of beta-cell replication in MIN6 cells. MIN6 cells proliferation, ATPlite luminescence, 48 h; cells starved in 0.2% serum; 100% = growth in 10% serum. 330,000 tested, 0.29% active. proliferation, % at 10 µM;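 active = compounds whose signal lies at least 3.5 SD above the mean of all wells on their plate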;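 note: 0% = DMSO-treated cells in low-serum medium and 100% = 10% serum control; some compounds called inactive have numbers as strong as hits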
mIAP activ: increases mouse intestinal alkaline phosphatase activity | muIAP, CDP-Star luminescence, 30 min; active compounds read high; 1 = vehicle-only enzyme signal, 0 = enzyme-free wells | activation factor at 10 µM | 330,000 tested, 0.24% active | AID 2805;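 active = activation factor of at least 2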; note: the source names both 10 and 20 µM as test concentration; values of inactives mirror those of a sister screen read the other way
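also added = chemiluminescent substrate CDP-Star | test system = mouse IAP enzyme | signal = chemiluminescence readout | compound = DMSO-dissolved test compounds | incubation = 30 min at room temperature | benchmarks = DMSO wells, no-enzyme wells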
NLRP3 yeast inh: inhibitors of NALP3 inflammasome in yeast. Yeast reconstituted NLRP3/ASC/caspase-1, beta-gal luminescence, 24 h. inhibition, % at 10 µM. 330,000 tested, 0.39% active. AID 2825;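 active = inhibition of 50% or more; inactive = inhibition below 50%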;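 note: plate controls were induced DMSO wells for no effect and uninduced yeast grown without galactose for full effect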
mIAP inh: blocks mouse intestinal alkaline phosphatase. purified mouse IAP, CDP-Star luminescence, 30 min. inhibition, % at 10 µM. 330,000 tested, 0.2% active;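 active = inhibition of at least 40% at 10 µM in the primary screen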;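 note: plate controls were DMSO with enzyme for no effect and no enzyme wells for full effect; values of inactives mirror those of a sister screen read the other way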
SENP1 FRET inh: SENP1 (human) catalytic domain inhibition; inhibition, % at 10 µM; recombinant SENP1 catalytic domain, CyPet-SUMO1-YPet FRET cleavage; 360,000 tested, 0.21% active; Q9P0U3;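 active = inhibition at least 30% at 10 µM, raw YFP signal under a set limit, fluorescence ratio 0.5 to 1.5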;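 note: 0% = enzyme with DMSO and 100% = no enzyme wells; some results filed as inactive read as strong as hits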
Target sequence (Q9P0U3 419-644 limits assumed): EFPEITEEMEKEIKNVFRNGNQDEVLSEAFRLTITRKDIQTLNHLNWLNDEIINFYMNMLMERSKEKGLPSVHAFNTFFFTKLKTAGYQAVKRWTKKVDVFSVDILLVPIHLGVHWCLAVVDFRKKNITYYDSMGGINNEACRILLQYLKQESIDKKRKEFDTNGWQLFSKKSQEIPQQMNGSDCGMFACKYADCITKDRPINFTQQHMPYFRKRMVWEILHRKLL
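Assay system: hSENP1 catalytic domain, recombinant. Amount: SENP1 enzyme, 20 pM final. Schedule: 50 min reaction, RT, dark. Technique: FRET, CFP and YFP emission. Control set: no-enzyme wells low, DMSO-plus-enzyme wells high control.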
hIAP inh: human IAP inhibition. purified IAP, CDP-Star luminescence, 30 min. inhibition, % at 10 µM. AID 2544. 330,000 tested, 0.12% active. P09923;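 active = inhibition reaching a set limit with compound at 10 µM in the primary screen, cut at about 35% in these data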;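 note: plate controls were DMSO wells with enzyme for no effect and no-enzyme buffer wells for full effect; values of inactives mirror those of a sister screen read the other way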
* hit, by the source's call; . = no result given.

SMILES	A3A deaminase	hIAP activ	APOBEC3G inh	MIN6 prolif	mIAP activ	NLRP3 yeast inh	mIAP inh	SENP1 FRET inh	hIAP inh
Cc1ccc(C(=O)OC(C)C(=O)NC2CCCCC2C)cc1S(=O)(=O)N1CCCCC1 (stereo not given)	-1	1.3	-7	-4	0.99	23	1	-1	-25
CCC(=O)Nc1ccc2ccccc2c1	-3	0.87	-8	0	0.93	20	7	0	13
NS(=O)(=O)c1ccc2nc(NC(=O)Nc3ccccc3F)sc2c1	0	1.1	-6	-2	1	8	-2	-9	-9
COc1cccc(CC2(CO)CCCN(Cc3ccc(CO)o3)C2)c1 (stereo not given)	5	1	-9	-1	1	19	-4	0	-4
O=C(CC1OC(=O)c2ccccc21)Nc1ccccc1N1CCOCC1 (stereo not given)	-4	1.1	-9	-2	0.98	26	2	4	-11
COc1ccc(S(=O)(=O)N2CCOCC2)cc1NC(=O)CSc1nnc(C2CC2)n1C	4	1.1	-3	5	1	10	-3	3	-6
COc1ccc(/C=C/C(=O)NC(=S)Nc2cc([N+](=O)[O-])ccc2O)cc1OC	-6	1.1	-3	-1	0.65	32	35	1	-9
CC(C)Oc1ccc(C(=O)NCCCNC(=O)c2ccccn2)cc1	0	0.97	-7	0	0.96	6	4	-1	3
Cc1ccccc1CN1C(=O)CSc2ccc(C(=O)N3CCOCC3)cc21	-1	1	-6	-2	0.91	6	9	2	-3
Nc1nc2ccccc2nc1N1CCCC1	3	0.87	-2	5	1	2	0	-5	13
Cc1cc2ccccc2nc1SCC(=O)N1c2ccccc2CC1C (stereo not given)	-3	0.97	-3	-4	1	10	-2	1	3
CCC(C(=O)OC)n1cnc2c(nnn2-c2ccccc2)c1=O (stereo not given)	0	0.89	1	1	1	16	-2	-1	11
CN1CCN(c2ccc(NC(=O)CN3CCOCC3)cc2F)CC1	1	1	3	-4	0.9	11	10	2	0
CCSc1nnc(Cn2c(=O)sc3ccccc32)n1-c1ccccc1C	0	0.87	-4	-2	0.92	3	8	0	13
CCCN(CCC)CCCNC(=O)c1cc2c(=O)[nH]c3ccccc3c2n1C	2	1.2	-1	4	1	7	-3	-2	-22
O=C(COc1ccccc1Cl)N1N=C(c2cccs2)CC1c1ccco1 (stereo not given)	2	1.2	-6	-7	1	4	-2	-4	-17
O=C(NCc1ccccn1)Nc1cc(Cl)cc(Cl)c1	1	0.97	2	-5	1.9	23	-91	1	2
CCc1ccc(-c2n[nH]c(=O)c3ccccc23)cc1	-4	1.1	-8	0	0.96	4	4	4	-7
O=C(OCCN1C(=O)c2ccccc2C1=O)c1cccs1	0	0.86	-7	-1	1.1	25	-11	1	14
Cc1ccc(NC(=O)Cn2nnc3ccccc3c2=O)cc1	-2	0.88	-6	-2	0.94	-2	6	2	12
CCc1c(C)nc2ncnn2c1NCCc1ccc(Cl)cc1	-4	0.95	-6	-6	1	-11	-5	2	5
Cc1cc(C)n2nc(CNS(=O)(=O)c3ccc([N+](=O)[O-])cc3)nc2n1	-1	1	-2	0	1.1	10	-9	0	0
C#Cc1ccc([C@@H]2C=C(C(=O)N3CCN(Cc4ccc5c(c4)OCO5)CC3)O[C@H](OCCCCO)C2)cc1	-4	1.1	-12	-6	0.97	13	3	-4	-8
COc1ccc(CC(NC(C)=O)C(=O)N2CCN(C(=O)Nc3cccc(F)c3)CC2)cc1OC (stereo not given)	-1	1.1	-3	1	0.99	11	0	4	-8
CCC(=O)N1CCc2cc(S(=O)(=O)NCCC(=O)N3CCN(c4cccc(OC)c4)CC3)ccc21	-3	0.87	-3	0	1	-1	-2	2	13
CCC/C=N/NC(=O)c1[nH]c2c([N+](=O)[O-])cccc2c1C	1	1.4	-3	-2	0.86	6	14	4	-37
CC1CN(/C=C/C=O)C(C)CC1OC(=O)c1ccccc1 (stereo not given)	-1	1.1	-6	-4	0.95	11	5	3	-9
Oc1ccc(N=Nc2c(O)ccc3ccccc23)cc1	7	0.55	4	-5	0.68	35	32	10	45*
CN(Cc1ccccc1)C(=O)c1cccnc1	-7	1.1	-11	3	0.98	-4	2	0	-11
O=C(CSCc1ccc([N+](=O)[O-])cc1)N/N=C/c1cccnc1	-1	1.1	-7	-3	1	4	-2	1	-7
COc1cc(S(=O)(=O)N2CCCCCC2)ccc1-n1cnnn1	-2	1.1	-3	0	1	3	-4	0	-7
CCCCn1c(N)c(N(CC(C)C)C(=O)c2cc(C)oc2C)c(=O)[nH]c1=O	7	1	3	2	1.1	3	-7	-10	-1
CC1CCCC(C)N1S(=O)(=O)c1ccc(S(=O)(=O)NCCc2ccncc2)cc1 (stereo not given)	4	1	-6	0	1	-3	-2	-2	-3
Cc1c(NC(=O)C(=O)/C=C(\O)c2ccc(Br)cc2)c(=O)n(-c2ccccc2)n1C	0	0.91	-6	-1	0.9	18	10	7	9
COC(=O)c1ccc(Nc2nnc(-c3ccc(C)c(S(=O)(=O)NCC4CCCO4)c3)c3ccccc23)cc1 (stereo not given)	0	1.2	-7	0	0.96	7	4	-6	-25
CC(C)c1ccc(-c2c(NCCc3ccccc3)c(=O)c2=O)cc1	0	1.2	-5	1	0.95	-4	5	0	-16

Complete entries, looked up by structure. Order of screens: A3A deaminase, hIAP activ, APOBEC3G inh, MIN6 prolif, mIAP activ, NLRP3 yeast inh, mIAP inh, SENP1 FRET inh, hIAP inh
CN(Cc1ccccc1)C(=O)c1cccnc1 is listed as -7, 1.1, -11, 3, 0.98, -4, 2, 0, -11
COc1cc(S(=O)(=O)N2CCCCCC2)ccc1-n1cnnn1 is listed as -2, 1.1, -3, 0, 1, 3, -4, 0, -7
CC1CN(/C=C/C=O)C(C)CC1OC(=O)c1ccccc1 (stereo not given) is listed as -1, 1.1, -6, -4, 0.95, 11, 5, 3, -9
Oc1ccc(N=Nc2c(O)ccc3ccccc23)cc1 is listed as 7, 0.55, 4, -5, 0.68, 35, 32, 10, 45*

Continuation:
SMILES	A3A deaminase	hIAP activ	APOBEC3G inh	MIN6 prolif	mIAP activ	NLRP3 yeast inh	mIAP inh	SENP1 FRET inh	hIAP inh
COc1cc2sc3cc(NCc4ccc5c(c4)OCO5)ccc3c(=O)c2cc1OC	-4	0.83	-9	-2	1.1	16	-11	-24	17
COc1ccc(-c2cnc(N)nc2-c2ccc(OC)cc2)cc1	-4	0.95	-8	-1	0.92	11	8	1	5
O=C(CSc1nc2ccccc2c(=O)n1CCCC(=O)N1CCCC1)NCc1ccco1	-1	0.93	-3	0	1	10	-3	-1	7
CN(C)C(=O)c1ccc(Cl)cc1[N+](=O)[O-]	-1	1	-8	1	1	9	-5	1	-4
CC(C)n1c(SCC(=O)NCc2ccco2)nnc1C1CC1	-1	1	13	2	1.1	22	-6	-1	-2
CSc1cccc(NC(=S)N2CCC(N(C)C(C)C)CC2)c1	-4	1	-5	-1	1.2	2	-18	4	-2
CCn1ncc(Br)c1C(=O)Nc1ncc(C)s1	-8	1	-3	2	1.1	21	-7	2	-4
Cc1ccc(NC(=O)CC(C)c2ccccc2)cc1S(=O)(=O)N1CCOCC1 (stereo not given)	0	0.98	0	-2	1.3	6	-26	2	2
COc1ccc(NS(=O)(=O)Cc2ccccc2Cl)cn1	0	0.94	-2	-1	0.99	8	1	0	6
COC(=O)[C@H](CCSC)NC(=O)Nc1ccc(OC)cc1OC	-3	0.88	-8	-2	1	19	-2	3	12
COCc1cc(C)nc(NC2CCCCC2)c1C#N	1	1	-5	-2	0.96	35	4	-1	0
C=CCn1c(=O)/c(=C/c2ccc(C)o2)s/c1=C(/C#N)C(=O)c1ccccc1	-2	0.81	-5	3	0.58	11	42*	-27	19
C=CCNC(=O)C1CC(=O)N(c2ccc(OCC(=O)Nc3ccccc3)cc2)C1 (stereo not given)	6	0.98	-5	-3	1	-2	-2	2	2
O=C(Cn1cnc2ccccc21)Nc1ccccc1-c1ccccc1	-3	1.1	-2	1	1.1	5	-6	2	-11
CCOC(=O)c1c[nH]c2nc(C)ccc2c1=O	4	1	-3	1	1	14	-4	-36	0
c1cncc(-c2csc(-c3cccnc3)n2)c1	-2	1	-7	-2	0.99	25	1	-2	0
CN(C)c1ccc(P(=O)(COc2ccc([N+](=O)[O-])cc2)c2ccc(N(C)C)cc2)cc1	-2	0.94	-3	1	0.93	-3	7	0	6
O=[N+]([O-])c1ccc(C[n+]2cccc3ccccc32)cc1	43*	1.1	3	1	1.1	1	-7	2	-9
COc1ccccc1CN(CC(=O)NCc1ccc(F)cc1)C(=O)c1csnn1	-2	1	-2	0	0.92	24	8	5	0
O=C1/C(=C/c2ccc(F)cc2)SC(=S)N1N1CCOCC1	3	0.88	0	-2	0.96	5	4	6	12
CC1CC(C)CN(C(=O)Cn2c(=O)n(CCCCC(=O)NC3CCCC3)c(=O)c3ccccc32)C1 (stereo not given)	-5	1.2	-5	-3	1.1	1	-7	1	-21
COc1ccc(-c2cc(-c3ccccc3)nc(-c3ccc4c(c3)NC(=O)CO4)c2)cc1	-1	0.97	-5	-4	1.1	16	-11	1	2
Cc1cccc(Nc2nc(N)c([N+](=O)[O-])c(N3CCC(C)CC3)n2)c1	1	0.87	6	0	0.83	26	17	3	13
O=C(Nc1cccc2ccccc12)N1CC=C(c2ccccc2)CC1	-1	1.1	-4	-4	1	23	-4	-1	-8
CNC(=O)c1ccsc1NC(=O)c1sc2ccccc2c1Cl	-5	0.92	-10	0	0.94	28	6	6	8
CCn1c(CNS(=O)(=O)c2ccc(Br)cc2)n[nH]c1=S	-3	1.1	19	2	0.95	13	5	1	-7
O=C(Nc1nc(-c2ccc(F)c(F)c2)cs1)c1ccc(OCC2CCCO2)cc1 (stereo not given)	0	1.1	3	-1	1	7	-3	0	-10
CC(=O)N1CCc2cc(S(=O)(=O)NCCC(=O)NC3CCCc4ccccc43)ccc21 (stereo not given)	-1	1	-2	0	1	2	-5	0	-1
COc1ccc(NC(=O)C23CCC(C)(C(=O)C2)C3(C)C)cc1 (stereo not given)	0	0.9	-5	-2	0.92	5	8	0	10
COc1ccccc1NC(=O)C1CCN(c2ncnc3c2nc2n3CCCCC2)CC1	-4	1	-5	-1	1.1	1	-6	0	0
COc1ccc(C(=O)OCC(=O)NC2CC2)cc1S(=O)(=O)N1CCOCC1	0	1.1	0	0	1.1	5	-5	2	-7
O=C(NNc1nc(N2CCOCC2)nc(N2CCOCC2)n1)Nc1ccc(Cl)cc1	-2	1.1	-7	3	1.2	14	-16	.	-9
Cc1ccc(-c2csc3ncnc(Nc4ccc(C(=O)O)cc4)c23)cc1	0	0.88	-4	1	0.87	5	13	-1	12
Cc1ccc(OCc2ccc(C(=O)O)o2)c([N+](=O)[O-])c1	4	0.95	-8	-1	0.98	-8	2	1	5
CCCC(=O)OCCNc1cc(Sc2nc3ccccc3[nH]2)c2nonc2c1[N+](=O)[O-]	7	0.88	4	-7	0.88	20	12	-28	12
CCOC(=O)Cc1cc(=O)c2cc(C)ccc2[nH]1	1	0.94	-1	-2	0.98	-4	2	0	6
Cc1ccc(/C=C/C(=O)N2CCCC(C)C2)cc1 (stereo not given)	1	0.91	0	-4	1	32	-1	0	9

Some of the compounds tested (hit frequency here may not be typical).
